Source: PubChem
IL1B secr inh: qHTS for Inhibitors of Inflammasome Signaling: IL-1-beta AlphaLISA Primary Screen | THP-1 LPS/ATP IL-1B secretion, AlphaLISA, 16 h; active compounds read low | activity change, % at 57.5 µM | 360,000 compounds, 4.7% hits | AID 743279, 2014; in the data active means activity change below about -50%; inconclusive means mostly about -30% to -49%; further: on the % scale 0 is the no-effect control and ±100 the full control effect
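THP-1 cells pretreated 1 hr with compounds (up to 57.5 uM final), then stimulated with LPS (250 ng/mL final) plus ATP (1.25 mM final); secreted IL-1B measured by AlphaLISA after 16 hr, decreased signal indicating inhibition.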
KB-V1 MDR tox: qHTS assay for MDR1-selective chemotherapeutics: Primary screen using the drug-selected MDR subline cells KB-V1 | 400,000 compounds, 3.4% hits | KB-V1 MDR cells viability, CellTiter-Glo, 72 h | Potency, µM (top dose mostly 46.1 µM), inactives show at the top dose activity change, negative = cytotoxicity, hits mostly cytotoxic; further: potency means the concentration at half of the fitted maximal effect; on the % scale 0 is the no-effect control and ±100 the full control effect; nearly all actives have a fitted effect of over 60% in size
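KB-V1, DMEM (no phenol red) + 10% FBS; cpd pin-transferred, titration series; 72 h, 37 degrees C; CellTiter-Glo, luminescence. Data normalized, curve-fit.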
GLP1R ag: qHTS of GLP-1 Receptor Agonists; Glucagon-like peptide 1 receptor (Homo sapiens), P43220; HEK293 GLP-1R CRE-luciferase, luminescence, 4-6 h; cells express a hypersensitive GLP-1R form; Potency, µM (doses to about 45.6 µM), inactives show top-dose activation, usual class: activators; 380,000 compounds, 0.007% hits; AID 624172, 2012; further: potency means the concentration at half of the fitted maximal effect; % of control where 0% means no effect
Target sequence (P43220 whole entry, looked up): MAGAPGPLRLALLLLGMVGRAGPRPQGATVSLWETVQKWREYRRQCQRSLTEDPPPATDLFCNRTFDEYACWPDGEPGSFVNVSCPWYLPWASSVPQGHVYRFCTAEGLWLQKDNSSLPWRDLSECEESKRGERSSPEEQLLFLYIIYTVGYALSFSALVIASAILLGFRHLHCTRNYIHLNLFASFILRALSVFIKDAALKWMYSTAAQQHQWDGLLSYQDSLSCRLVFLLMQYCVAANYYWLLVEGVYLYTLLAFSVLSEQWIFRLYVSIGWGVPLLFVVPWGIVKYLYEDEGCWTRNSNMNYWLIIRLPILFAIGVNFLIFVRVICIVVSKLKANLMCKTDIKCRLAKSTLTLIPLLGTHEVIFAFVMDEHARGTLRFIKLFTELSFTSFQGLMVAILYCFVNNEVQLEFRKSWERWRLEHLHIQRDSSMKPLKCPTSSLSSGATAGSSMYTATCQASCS
HT1080-NT tox: qHTS for induction of synthetic lethality in tumor cells producing 2HG: qHTS for the HT-1080-NT fibrosarcoma cell line | 360,000 compounds, 1.6% hits | Potency, µM (series often up to 46.1 µM), inactives show at the highest dose activity, negative = less viability, actives largely listed as cytotoxic | AID 686970, 2013 | HT-1080-NT fibrosarcoma viability, CellTiter-Glo ATP luminescence, 48 h;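 further: NT is the 2HG producing partner of a matched IDH1 knockdown line; potency means the concentration at half of the fitted maximal effect; 0% = DMSO-treated cells and -100% = media-only wells without cells; nearly all actives have a fitted effect of over 55% in size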
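HT-1080-NT; 750 cells/well; 5% FBS RPMI; 48 h compound, 37 degrees C; CellTiter-Glo luminescence; curve fitting and curve-class assignment.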
SW480 rereplic: A quantitative high throughput screen for small molecules that induce DNA re-replication in SW480 colon adenocarcinoma cells. 340,000 compounds, 1.8% hits. Potency, µM (series often up to 46.1 µM), without a hit: at the top dose re-replication activation, most hits filed as activators. SW480 DNA re-replication, Hoechst DNA content imaging, 48 h; further: potency means the concentration at half of the fitted maximal effect; % of control where 0% means no effect; nearly all actives have a fitted effect of over 55% in size
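250 cells/well; 23 nL cpd via pin tool; 48 hr, 37 C, 5% CO2; Hoechst 40 min; imager read of total nuclear intensity, ex 405/em 500-530 nm.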
KB-3-1 tox: qHTS assay for MDR1-selective chemotherapeutics: Primary screen using the parental adenocarcinoma cell KB-3-1. Potency, µM (top dose mostly 46.1 µM), for inactives: top-dose activity change, negative = cytotoxic, most hits filed as cytotoxic. KB-3-1 viability, CellTiter-Glo ATP luminescence, 72 h. 400,000 compounds, 1.4% hits; further: potency means the concentration at half of the fitted maximal effect; on the % scale 0 is the no-effect control and ±100 the full control effect; nearly all actives have a fitted effect of over 60% in size
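KB-3-1 parental drug-naive adenocarcinoma cells in DMEM/10% FBS, incubated 72 h at 37 C with pin-transferred compounds across a concentration series. Viability by CellTiter-Glo luminescence; concentration-response curves fitted after normalization.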
DRD3 agonist: qHTS of D3 Dopamine Receptor Agonist: qHTS | D(3) dopamine receptor (Homo sapiens), P35462 | D3R DiscoveRx beta-arrestin cells, luminescence, 90 min | max activation, % | 410,000 compounds, 0.58% hits; in the data active means max activation above about 30%; further: 0% is about no effect; mostly tested at two doses, the higher about 12 µM
Target sequence (P35462 whole entry, looked up): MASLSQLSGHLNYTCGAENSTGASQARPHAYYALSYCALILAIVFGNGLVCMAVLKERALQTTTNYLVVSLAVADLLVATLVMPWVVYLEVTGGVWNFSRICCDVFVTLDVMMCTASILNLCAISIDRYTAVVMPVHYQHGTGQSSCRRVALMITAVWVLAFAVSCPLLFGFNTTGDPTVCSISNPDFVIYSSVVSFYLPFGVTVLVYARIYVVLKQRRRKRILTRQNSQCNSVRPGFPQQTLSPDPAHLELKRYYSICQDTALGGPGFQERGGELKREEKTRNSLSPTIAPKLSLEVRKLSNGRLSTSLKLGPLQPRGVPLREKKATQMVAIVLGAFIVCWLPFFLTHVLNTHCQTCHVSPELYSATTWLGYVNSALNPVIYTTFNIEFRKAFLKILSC
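Agonist-mode cell screen: cells plated at 1500/well and incubated overnight at 37 °C, then exposed to library compounds for 90 min at 37 °C. Detection reagent was added for 30–60 min at room temperature, and luminescence was read.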
HT1080 IDH1KD tx: qHTS for induction of synthetic lethality in tumor cells producing 2HG: qHTS for the HT-1080-IDH1KD cell line. HT-1080 IDH1 knockdown viability, ATP luminescence, 48 h. Potency, µM (doses to about 46.1 µM), for inactives: top-dose activity, negative = toxicity, most hits filed as cytotoxic. 360,000 compounds, 2% hits;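 further: potency means the concentration at half of the fitted maximal effect; 0% = DMSO wells and -100% = cell-free medium wells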
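IDH1KD HT-1080 cells, 750/well, RPMI + 5% FBS; compound pinned after 2 h settling; 48 h, 37 °C; CellTiter-Glo luminescence; % activity normalised to DMSO and no-cell wells; curves fitted, classed by r2 and efficacy.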
DRD3 antagonist: qHTS of D3 Dopamine Receptor Antagonist: qHTS; D(3) dopamine receptor (Homo sapiens), P35462; D3R cells, DiscoveRx beta-arrestin luminescence, antagonist mode; active compounds read low; max response, negative = inhibition, %; 360,000 compounds, 2.5% hits; AID 652054, 2013; in the data active means max response below about -50%; inconclusive means no clear call, values can overlap the other calls; further: on the % scale 0 is the no-effect control and ±100 the full control effect; mostly tested at two doses, the higher about 12 µM
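Cells expressing the human receptor were seeded at 1500 cells/well, incubated overnight at 37 degrees C in 5% CO2, then exposed to library compounds with dopamine controls for 90 minutes at 37 degrees C before luminescent detection.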
Numbers without * were called inactive; ? = inconclusive; . = not tested or not shown; & = joins results of further samples; [ ] = another dose, or the depositor's remark. Unless noted, the call rests on the fitted dose curve; in most records, active means well fitted curve in the direction sought with a large enough effect; inconclusive means small, poorly fitted or top-dose-only effect, or another doubt; inactive means no such curve, though single readings can be large; an effect the other way counts as inactive or inconclusive.

canonical_smiles	IL1B secr inh	KB-V1 MDR tox	GLP1R ag	HT1080-NT tox	SW480 rereplic	KB-3-1 tox	DRD3 agonist	HT1080 IDH1KD tx	DRD3 antagonist
CCCS(=O)(=O)NC(=O)C1(C)CCN(C(=O)c2cc(F)ccc2C)C1 (stereo not given)	23	3%	-6%	21%	.	0%	-4	10%	-27
CN(c1ccc(C(=O)NCCCn2ccnc2)cc1)S(C)(=O)=O	0	-4%	-7%	-17%	-42%[inhibitor]	-18%	-1	-3%	-13
COc1cc(OC)cc(-c2c(-c3cccs3)c3cc(-c4ccc(OC)nc4)ccc3n2C)c1	-4	10%	7%	5%	5%	-9%	2	6%	-1
COC(=O)NNC(=O)COc1ccc(Cl)cc1	6	1%	-10%	5%	-5%	14%	2	2%	-4
CCOc1ccccc1N1CC(C(=O)Nc2ccccc2CC)CC1=O (stereo not given)	5	?	11%	-5%	-14%	?	1	12%	0
Nc1ccc2nc(-c3cccc(-c4nc5ccc(N)cc5[nH]4)c3)[nH]c2c1	39	11%	0%	1%	4%	24%	11	10%	12
CC1(C)CC[C@]2(C(=O)n3ccnc3)CC[C@]3(C)[C@H](C(=O)C=C4[C@@]5(C)C=C(C#N)C(=O)C(C)(C)[C@@H]5CC[C@]43C)[C@@H]2C1	-100*	?	-2%	4.1µM*	?	?	-2	3.7µM*	?
Cc1ccc(NS(=O)(=O)c2ccc(Cl)c(C(=O)O)c2)cc1S(=O)(=O)N1CCOCC1	-8	-5%	0%	1%	-2%	-7%	1	13%	10
Cc1cc(=O)oc2c(C)c(OC(C)C(=O)NCCN3CCOCC3)ccc12 (stereo not given)	-4	-4%	13%	20%	-4%	-5%	-10	16%	20
O=C(COC(=O)CNC(=O)C12CC3CC(CC(C3)C1)C2)NC1CCS(=O)(=O)C1 (stereo not given)	-12	10%	3%	25%	-11%	3%	-7	17%	6
CC1CCN(Cc2c(C(=O)N/N=C/c3cc(Cl)ccc3O)nnn2-c2nonc2N)CC1	103	?	2%	?	5%	2.1µM*	3	4.1µM*	13
CCC(C)NC(=O)c1ccccc1NC(=O)COc1ccc(OC)cc1 (stereo not given)	7	?	1%	-7%	?	?	-2	-5%	14
NC(=O)c1ccc(-c2nnn(CC(=O)N(C3CCCCC3)C3CCS(=O)(=O)C3)n2)cc1 (stereo not given)	0	-1%	-3%	9%	-6%	8%	-10	-1%	21
COc1ccc(OC)c(NC(=O)Cc2c(C(=O)O)[nH]c3ccc(Cl)cc23)c1	.	?	-3%	.	.	8%	-5	.	.
O=C(c1ccc([N+](=O)[O-])cc1)N(Cc1ccccc1)c1ccccn1	-9	-24%	6%	5%	10%	-2%	-16	3%	-55*
Cc1noc(C)c1NC(=O)N(C)C[C@@H]1Oc2ncc(Br)cc2C(=O)N([C@H](C)CO)C[C@@H]1C	8	25%	1%	4%	.	8%	-3	3%	-2
Cc1cc(C(C2C(=O)CC(C)(C)CC2=O)C2C(=O)CC(C)(C)CC2=O)cc(C)c1OC(F)F	-13	21%	0%	17%	8%	-4%	-4	12%	-27
CC(C)OC(=O)/C(C#N)=C/c1ccc(-c2ccc(SC(F)F)cc2)o1	-1	-7%	1%	9%	18%	7%	21	12%	1
c1ccc2c(c1)CCCC2NC1=NCCC1 (stereo not given)	10	1%	2%	0%	-5%	7%	-11	-1%	-25
C=C(C)Cn1c(-c2ccc(OC)cc2)nc2ccccc21	-1	1%	17%	-3%	2%	-10%	-4	-11%	0

Structural class, the compounds so far with a COOH group
canonical_smiles	IL1B secr inh	KB-V1 MDR tox	GLP1R ag	HT1080-NT tox	SW480 rereplic	KB-3-1 tox	DRD3 agonist	HT1080 IDH1KD tx	DRD3 antagonist
Cc1ccc(NS(=O)(=O)c2ccc(Cl)c(C(=O)O)c2)cc1S(=O)(=O)N1CCOCC1	-8	-5%	0%	1%	-2%	-7%	1	13%	10
COc1ccc(OC)c(NC(=O)Cc2c(C(=O)O)[nH]c3ccc(Cl)cc23)c1	.	?	-3%	.	.	8%	-5	.	.

The listing continues:
canonical_smiles	IL1B secr inh	KB-V1 MDR tox	GLP1R ag	HT1080-NT tox	SW480 rereplic	KB-3-1 tox	DRD3 agonist	HT1080 IDH1KD tx	DRD3 antagonist
CN(C)S(=O)(=O)c1ccc(C(=O)OCC(=O)Nc2ccc(OC(F)F)cc2)cc1	-16	15%	-1%	7%	2%	-7%	-4	2%	1
CCOC(=O)C(Cc1cc(C(C)=O)ccc1OC(C)C)C(=O)OCC	25	-18%	15%	1%	?	14%	2	-8%	9
CCn1c2ccccc2c2cc(N)ccc21	-12	0%	-9%	?	17%	-2%	-2	?	?
O=C(O)/C=C\C(=O)Nc1ccc(Oc2ccc(Br)cc2)cc1	-10	0%	7%	-10%	6%	-9%	6	-13%	8
CCOC(=O)N1CCC(NS(=O)(=O)c2cc3c(cc2Cl)NC(=O)CO3)CC1	27	1%	-8%	-10%	8%	-21%	-6	-1%	4
Cc1ccc(-n2c(SCC(=O)NCCN3C(=O)CSC3=O)nnc2-c2ccccc2)cc1C	-6	2%	17%	1%	-2%	3%	1	-1%	-5
O=C(NCCSCc1ccccc1)c1ccc(Cl)c(S(=O)(=O)N2CCOCC2)c1	-6	?	5%	-6%	1%	-2%	4	-12%	11
CC1(c2nnc(-c3ccc(Cl)cc3)o2)CC(c2cccnc2)=NO1 (stereo not given)	6	?	12%	0%	-18%	15%	-11	7%	22
Cc1ccc(SC[C@H](Cc2ccccc2)N2CCN(CC(C)C)CCC2=O)cc1	-23	39%	1%	7%	0%	20%	-5	8%	6
COC(=O)c1[nH]nc(C(=O)OC(C)(C)C)c1-c1ccccc1	44	-7%	-3%	8%	?	-3%	-6	-1%	11
CC(=O)c1sc(NC(=O)CCS(=O)(=O)c2ccccc2)nc1C	-23	6%	-4%	-9%	4.6µM*	?	2	?	10
CC(=O)N(/N=C1\Sc2ccccc2C1=O)c1ccccc1C	-19	4%	14%	-7%	-5%	-2%	7	9%	-4
Cc1ccc(SC[C@H](C)CN2CC[C@H](NC(=O)OCc3ccccc3)CCC2=O)cc1	19	?	-6%	-3%	-13%	-4%&-9%	2	2%	0
Cc1ccc(C(=O)OCC(=O)NCc2ccccc2)cc1S(=O)(=O)N1CCCCC1	-17	?	-4%	-1%[9.24 µM]	-18%	0%	-10	1%	7
COc1cccc(C(=O)/C=C/Nc2ccc(S(=O)(=O)Nc3ccc(C(C)=O)cc3)cc2)c1	0	?	-1%	-5%	?	7%	-4	-13%	-12
CC(OC(=O)Cn1cc(C(F)(F)F)ccc1=O)C(=O)N(C)c1ccccc1 (stereo not given)	7	-2%	4%	-8%	-2%	2%	-3	2%	-9
N=C1c2ccccc2CN1c1ccc(S(=O)(=O)N2CCCCC2)cc1	3	?	-3%	2%	-6%	-12%	0	13%	13
CN1C(=O)C(C)(C)c2cc(S(=O)(=O)N3CCN(c4ccccc4)CC3)ccc21	13	-18%	15%	15%	-4%	-9%	-8	8%	-10
O=C(COc1ncnc2c(Cl)cc(Cl)cc12)Nc1cc([N+](=O)[O-])ccc1Cl	-6	-1%	-4%	-1%	5%	-10%	-6	8%	12
Cc1ccc(-c2cccc(C3CC=CC4C3C(=O)N(Cc3ccccc3)C4c3ccc4ccccc4c3)c2)cc1 (stereo not given)	45	-14%	-2%	-1%	1%	0%	-25	-2%	-16
COc1ccc(CC(N)c2csc(Nc3cc(Oc4ccccc4)ncn3)n2)cc1 (stereo not given)	.	0%	1%	-23%	.	-2%	3	?	16
COc1ccc(CNC(=O)COC(=O)CN2C(=O)C3CC=CCC3C2=O)cc1 (stereo not given)	-4	-4%	10%	-5%	-3%	-3%	-4	-4%	6
O=C(NCCCCc1ccccc1)c1ccc(F)cc1	-15	-9%	8%	-1%	1%	-6%	-12	-7%	5
COc1ccc2c(CC(=O)NNC(=O)c3ccc(C)cc3)coc2c1	14	-3%	14%	-7%	-9%	?	7	-9%	11
Cc1cccc(NC(=O)/C(C#N)=C\c2cccnc2)c1	-22	-23%	4%	7%	-4%	-2%	2	-13%	-16
NC(=O)CCN1CCN(CCOC2Cc3cc(Cl)ccc3Sc3ccccc32)CC1 (stereo not given)	-53*	?	14%	-12%	?	0%	-6	-8%	-86*
Cc1ccc(C2=NN=C(NC(=O)CSc3nncn3C)SC2)cc1	?	-12%	4%	?	-2%	-4%	4	?	3
N#Cc1c(NC2CCCCC2)nc(-c2ccco2)c2c1CCCC2	26	2%	1%	15%	13µM*	?	-13	6%	-19
